Compound activity deposited in PubChem by several laboratories.
TNAP inh hiacc = inhibitors of human TNAP at high phosphate acceptor concentration | AID 1135 | inhibition, % at 20 µM | P05186 | purified TNAP, CDP-star luminescence, 1 M DEA | 200,000 tested, 0.03% active;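 active = over 50% inhibition of tissue-nonspecific alkaline phosphatase at 20 µM in the single-dose screen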;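 note: plate controls were DMSO wells for no effect and EDTA-quenched wells as full inhibition for full effect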
Target sequence (P05186 whole entry, looked up): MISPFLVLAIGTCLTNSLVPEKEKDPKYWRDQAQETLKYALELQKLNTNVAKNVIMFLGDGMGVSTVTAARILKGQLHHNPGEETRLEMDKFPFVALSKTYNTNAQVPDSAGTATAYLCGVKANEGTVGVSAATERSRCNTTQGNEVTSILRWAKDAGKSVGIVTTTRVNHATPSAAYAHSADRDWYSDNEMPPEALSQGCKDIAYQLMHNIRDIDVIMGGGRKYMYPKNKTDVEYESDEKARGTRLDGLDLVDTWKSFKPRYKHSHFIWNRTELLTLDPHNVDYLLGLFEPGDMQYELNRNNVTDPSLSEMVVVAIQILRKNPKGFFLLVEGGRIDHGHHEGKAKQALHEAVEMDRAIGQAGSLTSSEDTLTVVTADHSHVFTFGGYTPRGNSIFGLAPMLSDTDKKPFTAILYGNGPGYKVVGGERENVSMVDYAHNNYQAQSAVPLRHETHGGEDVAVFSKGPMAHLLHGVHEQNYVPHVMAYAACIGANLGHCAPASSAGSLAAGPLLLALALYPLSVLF
bIAP act = intestinal alkaline phosphatase (bovine) activation. activation factor at 20 µM. purified bovine IAP, CDP-star luminescence, 30 min; hits give high values; fold of DMSO-control signal, blank-subtracted. 200,000 tested, 0.17% active;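 active = activation factor of 2 or more at 20 µM, a signal rise over negative controls twice the positive control's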
TNAP inh no acc = blocks human TNAP activity with no phosphate acceptor present; P05186; purified TNAP, CDP-star luminescence, 30 min; inhibition, % at 20 µM; 200,000 tested, 0.26% active;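 active = tissue-nonspecific alkaline phosphatase inhibition above about 50% at 20 µM in the single-dose screen, limit read from the data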;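 note: 0% = DMSO negative control and 100% = EDTA positive control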
bIAP inh = intestinal alkaline phosphatase (bovine) inhibition. purified bovine IAP, CDP-star luminescence, 30 min. inhibition, % at 20 µM. 190,000 tested, under 10 active. AID 1019;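 active = over 50% inhibition of intestinal alkaline phosphatase at 20 µM in the single-dose screen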
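System: purified bovine intestinal alkaline phosphatase (IAP) enzyme; Input: IAP diluted 1/65,000,000 in the well; Measured by: CDP-star luminescence signal; Compound dosing: 20 µM single dose; Incubation: 30 min reaction at room temperature.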
TNAP act hi DEA = increases human TNAP activity under high phosphate acceptor concentration | AID 1136 | purified TNAP, CDP-star luminescence, 1 M DEA, 30 min; hits give high values; 0 = EDTA background, 1 = DMSO-only activity | P05186 | activation factor at 20 µM | 200,000 tested, under 10 active;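 active = activation factor at least 2 at 20 µM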
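Assay system: human TNAP; Input: enzyme diluted 1/800 final; Reagent: CDP-star luminogenic substrate at 100 µM final; Timing: 30 min, room temperature; Signal: luminescence; Evaluation: TNAP activation factor scaled between EDTA and DMSO control wells.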
RAM network inh = yeast RAM network inhibition; S. cerevisiae dse1pr::URA3 reporter, 5-FOA growth OD615, 2 d; analog-sensitive cbk1-as2 kinase mutant strain; inhibition, % at 50 µM; 190,000 tested, 1.8% active; AID 868;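 active = inhibition above a set limit, 3 SD over mean compound inhibition, cut at about 8.4% in these data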;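 note: 0% = DMSO-only wells with no growth and 100% = 10 µM 1-NA-PP1 full growth; inhibition rescues growth on 5-FOA so higher OD means more RAM inhibition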
APP 5UTR inh = APP translation inhibition. 190,000 tested, 0.82% active. inhibition, % at 2 µM. SH-SY5Y APP 5'UTR-luciferase reporter, luminescence. AID 1285;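 active = inhibition above a set limit, derived from the sample mean plus 3 SD, cut at about 45% in these data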; note: values of inactives mirror those of a sister screen read the other way
FLuc inh counter = Photinus pyralis luciferase inhibition counter-screen. 200,000 tested, 1.5% active. ATPLite firefly luciferase biochemical luminescence, 10 min. P08659. inhibition, % at 10 µM;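 active = inhibition above about 50% when tested at 10 µM, limit read from the data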
Target sequence (P08659 whole entry, looked up): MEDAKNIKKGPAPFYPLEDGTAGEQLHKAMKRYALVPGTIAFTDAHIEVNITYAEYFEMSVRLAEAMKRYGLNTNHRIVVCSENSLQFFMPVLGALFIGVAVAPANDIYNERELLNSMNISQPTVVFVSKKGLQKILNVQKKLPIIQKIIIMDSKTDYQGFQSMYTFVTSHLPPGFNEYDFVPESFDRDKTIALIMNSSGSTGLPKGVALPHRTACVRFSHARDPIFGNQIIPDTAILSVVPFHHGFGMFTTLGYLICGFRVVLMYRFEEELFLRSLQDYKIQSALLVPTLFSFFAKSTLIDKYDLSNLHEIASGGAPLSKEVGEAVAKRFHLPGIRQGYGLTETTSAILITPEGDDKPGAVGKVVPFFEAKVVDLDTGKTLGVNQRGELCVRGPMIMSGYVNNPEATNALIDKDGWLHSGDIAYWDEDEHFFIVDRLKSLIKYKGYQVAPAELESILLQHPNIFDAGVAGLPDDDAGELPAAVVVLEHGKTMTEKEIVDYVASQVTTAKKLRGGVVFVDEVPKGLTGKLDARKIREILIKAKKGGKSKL
FLuc act counter = affects firefly luciferase, flagging false hits in luciferase stimulation screens. P08659. ATPlite luciferase biochemical, luminescence, 10 min; 0 = ATP-free wells, 1 = DMSO control. AID 1027. 200,000 tested, under 10 active. activation factor at 10 µM;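 active = luciferase activation factor, scaled between plate controls, of at least 2 with compound at 10 µM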
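Material: luciferase plus luciferin reagent, cell-free. Medium: PBS buffer for ATP. Also added: ATP substrate, dispensed from a 10.24 µM working solution in PBS. Doses: test compounds dosed from 2 mM stocks in 100% DMSO. Incubation: 10 min post-reagent at room temperature. Technique: light output (luminescence). Read-out basis: luminescence gain marking luciferase activators.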
Lmaj promast = inhibitors of Leishmania major promastigote growth. Leishmania major promastigotes, resazurin fluorescence viability. 200,000 tested, 9% active. AID 1063. inhibition, % at 10 µM; in the data active = inhibition above about 50%;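 note: promastigotes grown with compound for 44 hours at 28 °C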
Active calls of the source: *; nt = no result given.

entry	Structure	TNAP inh hiacc	bIAP act	TNAP inh no acc	bIAP inh	TNAP act hi DEA
1	CCOc1cc(C(=O)NCc2ccncc2)cc(OCC)c1OCC	-1.1	1.2	-7.2	-19.9	1
2	COc1ccc(S(=O)(=O)N2CCN(CCC(=O)Nc3ccc(F)cc3)CC2)cc1	-2.4	0.9	-4.7	5.5	1
3	CCCOc1ccc(-c2csc3ncn(Cc4ccc(C(=O)O)cc4)c(=O)c23)cc1	-0.6	1.5	-5.1	-47.9	1
4	CCn1ncc(C2=NOC(C(=O)Nc3c(C)nn(Cc4ccc(F)cc4)c3C)C2)c1C (stereo not given)	-6.2	1	-17.0	-3.1	1.1
5	Cc1cc(C)n(-c2nc(Nc3ccccc3)nc(-n3nc(C)cc3C)n2)n1	-2.7	1	-9.6	0.4	1
6	CCS(=O)(=O)N1CCN(S(=O)(=O)c2ccccc2[N+](=O)[O-])CC1	0.7	1.2	-1.8	-19.3	1
7	Cc1ccccc1Nc1nccc(N(C)C)c1C#N	2.8	1.2	-6.7	-15.1	1
8	Cc1ccc(NC(=O)c2cncc(Br)c2)cc1S(=O)(=O)N(C)C	-4.5	0.9	-6.9	7.0	1
9	COc1ccccc1C(=O)NNC1CC(=O)N(c2ccc3c(c2)OCCO3)C1=O (stereo not given)	-0.3	1	-12.1	4.7	1
10	CC(=O)Nc1ccc(NC(=O)CSc2nccn2Cc2ccccc2)cc1	-7.0	0.9	-14.9	5.4	1.1

entry	RAM network inh	APP 5UTR inh	FLuc inh counter	FLuc act counter	Lmaj promast
1	0.5	-5.9	-0.6	1	-0.5
2	-1.2	10.9	-8.1	1.1	-8.7
3	4.7	-7.2	-3.4	1	-8.2
4	-0.2	15.4	-5.7	1.1	-7.3
5	4.3	2.4	-1.4	1	-5.5
6	0.8	16.6	1.3	1	-2.1
7	2.0	-21.1	-0.8	1	-1.2
8	-0.4	-71.1	41.0	0.6	36.5
9	1.3	-16.0	-1.5	1	-3.5
10	1.7	12.6	-5.5	1.1	-5.7

The listing continues:
entry	Structure	TNAP inh hiacc	bIAP act	TNAP inh no acc	bIAP inh	TNAP act hi DEA
11	CCCCNC(=O)CC1N=C2c3ccccc3N=C(SCC(=O)Nc3ccccc3C)N2C1=O (stereo not given)	-2.7	1.1	-15.9	-7.1	1
12	Cc1nnc(NC(=O)CSc2ccc3nnc(-c4cccnc4)n3n2)s1	4.1	0.9	-4.9	6.2	1
13	COC(=O)C1(C(F)(F)F)N=C(C(F)(F)F)Nc2ccc(Cl)cc21 (stereo not given)	-1.7	1	-9.0	-0.9	1
14	Cn1c(SC/C=C/c2ccccc2)nnc1-c1ccco1	-2.5	1.1	-5.6	-10.1	1
15	O=C(NCC(c1cccnc1)N1CCOCC1)c1cccs1 (stereo not given)	-5.2	1.1	-9.5	-5.0	1.1
16	O=C(Cc1cccs1)Nc1cccc(-c2nnc(-c3ccco3)o2)c1	-0.2	0.8	-6.5	17.8	1
17	O=C(Nc1ccc(Br)cc1)C1CCCN1S(=O)(=O)c1cccs1 (stereo not given)	-2.4	0.7	-15.1	33.6	1
18	CC(C)Sc1nc2ccccc2n1CC(=O)O	-5.1	1	-7.4	4.4	1.1
19	Cc1cc([N+](=O)[O-])nn1CC(=O)N1CCCc2ccccc21	3.2	0.9	-23.6	12.9	1
20	CC(=O)C1=C(C)NC(=O)NC1c1ccccc1 (stereo not given)	-4.6	0.9	-20.5	6.1	1

entry	RAM network inh	APP 5UTR inh	FLuc inh counter	FLuc act counter	Lmaj promast
11	-0.1	12.1	-3.0	1	10.4
12	1.4	-8.5	-0.1	1	1.7
13	0.9	16.8	-9.2	1.1	-3.5
14	0.1	-12.4	1.2	1	6.6
15	2.0	-4.3	0.9	1	-5.9
16	5.0	-14.3	-3.6	1	24.9
17	1.7	0.4	-6.4	1.1	21.6
18	0.5	10.2	-1.6	1	-7.7
19	0.3	5.0	0.5	1	-2.3
20	1.2	0.4	-6.4	1.1	0.4

Additional structures:
entry	Structure	TNAP inh hiacc	bIAP act	TNAP inh no acc	bIAP inh	TNAP act hi DEA
21	COc1ccc(C2c3cc(OC)c(OC)cc3CCN2C2CC(=O)N(c3ccccc3)C2=O)cc1OC (stereo not given)	-4.7	1	-7.6	-0.3	1
22	Cc1cc(C(=O)N/N=C/c2ccccc2Br)no1	0.7	0.9	4.7	8.0	1
23	CCOc1ccc(CCNC(=O)CN(C)S(=O)(=O)c2cccc3nsnc23)cc1OCC	-2.5	1	-9.0	2.8	1
24	O=C(NCc1ccccn1)c1ccc(N2CCCC2)c([N+](=O)[O-])c1	-0.3	0.9	-3.3	9.0	1
25	CC(=O)Nc1ccc(S(=O)(=O)Nc2cccc(-c3cn4c(n3)SCC4)c2)cc1	-1.2	0.9	5.9	5.7	1
26	O=C(COc1ccccc1)N1N=C(c2cccnc2)CC1(O)C(F)(F)F (stereo not given)	-4.1	0.9	-3.3	5.2	1
27	COc1ccc(/C=C(\CC(=O)O)c2nc3ccccc3s2)cc1O	0.1	1	-4.5	-4.6	1
28	CN(C)c1ccc(N=Nc2ccccc2C(=O)OCC(=O)NCC2CCCCC2)cc1	35.0	1.1	49.6	-5.2	0.7
29	Cc1ccc(CC(=O)NCCS(=O)c2ccc(Cl)cc2)cc1 (stereo not given)	-7.2	1	-12.5	3.8	1.1
30	Cc1ccc(S(=O)(=O)CC(=O)c2ccc(C(C)(C)C)cc2)cc1	1.0	0.8	-6.7	17.8	1

entry	RAM network inh	APP 5UTR inh	FLuc inh counter	FLuc act counter	Lmaj promast
21	0.2	4.3	-3.4	1	-5.8
22	-0.9	-13.7	6.5	0.9	0.2
23	2.7	-5.4	-6.2	1.1	10.2
24	0.4	-49.2	-7.4	1.1	-6.0
25	1.6	-19.4	-3.7	1	-9.0
26	-0.7	-7.3	25.0	0.8	-7.8
27	-1.2	-14.4	-1.3	1	-4.5
28	24.7*	-22.3	48.0	0.5	97.0*
29	1.4	-15.5	-3.0	1	-3.2
30	2.5	-7.6	-0.9	1	-2.3

The listing continues.
entry	Structure	TNAP inh hiacc	bIAP act	TNAP inh no acc	bIAP inh	TNAP act hi DEA
31	Cc1ccccc1C1C(C#N)=C2NC(=O)c3c(sc4c3CCCCC4)N2C2=C1C(=O)CC(C)(C)C2 (stereo not given)	2.4	1	-2.5	4.6	1
32	CN(Cc1ccc(F)cc1)C(=O)c1cccc(OC2CCN(C3CCCC3)CC2)c1	-6.5	0.9	-10.3	10.3	1.1
33	CC(=O)c1ccc(NC(=O)C(C)N(C)CC(=O)Nc2ccccc2Cl)cc1 (stereo not given)	-0.7	1.1	-24.0	-9.6	1
34	O=C(Nc1ccccc1)C1CCCN(S(=O)(=O)c2ccc(-n3cnnn3)cc2)C1 (stereo not given)	-2.0	1	-3.9	4.1	1
35	COc1ccc(/C=N/NC(=O)C(=O)/C=C2\NC3(CCCC3)Cc3ccccc32)cc1	-2.3	0.7	-7.5	33.5	1
36	COc1ccc(Cc2c(Cl)ncnc2Cl)cc1	-1.4	0.9	-8.6	8.8	1
37	CCOC(=O)Cn1c(=O)c2c(nc(Br)n2CC(=O)OCC)n(C)c1=O	-0.8	0.9	-6.9	7.0	1
38	O=C(CCc1nnc(Cc2c[nH]c3ccccc23)o1)NCC1CC12CCCCC2 (stereo not given)	-3.3	1.1	-9.2	-5.8	1
39	NS(=O)(=O)c1ccc(CCNC(=O)CSc2nc3ccccc3c3nc(CCN4CCCCC4)nn23)cc1	0.5	0.8	-3.6	22.9	1
40	CC(=O)CC1(C)OC(N)=C(C#N)C1(C#N)C#N (stereo not given)	3.6	0.9	1.0	7.3	1

entry	RAM network inh	APP 5UTR inh	FLuc inh counter	FLuc act counter	Lmaj promast
31	1.5	8.2	-5.7	1.1	28.8
32	0.5	0.2	-7.1	1.1	92.9*
33	0.1	8.3	-2.2	1	12.8
34	3.9	11.5	-5.3	1.1	-6.4
35	0.1	2.0	-4.8	1	28.9
36	1.8	-22.1	3.5	1	4.3
37	0.0	2.4	-6.0	1.1	-4.4
38	0.5	15.9	-2.9	1	-0.5
39	0.8	-9.7	-3.0	1	7.8
40	-0.7	nt	0.6	1	-7.6

(cont.)
entry	Structure	TNAP inh hiacc	bIAP act	TNAP inh no acc	bIAP inh	TNAP act hi DEA
41	Cc1ccc(S(=O)(=O)/C(C#N)=C/c2c(N3CCC(C(N)=O)CC3)nc3ccccn3c2=O)cc1	0.8	0.9	1.6	6.1	1
42	COc1ccc(C2=NOC(C(=O)NCCCN3CCOCC3)C2)cc1 (stereo not given)	-4.0	0.9	-14.6	8.3	1
43	CCC(Br)C(=O)Nc1ccc(OC)cc1 (stereo not given)	-2.5	1.1	-14.3	-7.5	1
44	CN(CCc1ccccn1)C(=O)CCc1nnc(CCCc2ccccc2)o1	-7.1	0.9	-10.3	8.9	1.1
45	Cc1ccc([N+](=O)[O-])cc1NC(=O)CN1CCCCC1	1.9	1	-8.1	-2.9	1
46	CCc1nc(SCC(=O)N2CCN(c3ccccc3)CC2)c2oc3ccccc3c2n1	-2.4	1	4.4	0.1	1
47	Cc1ccc(S(=O)(=O)N2CCN(c3ccc4nnc(-c5ccccc5)n4n3)CC2)cc1	-2.1	0.9	-3.8	7.0	1
48	Cc1ccc(-n2c(C)c3c(C)nnc(C)c3c2C)cc1C	-1.2	1	-17.5	-3.3	1
49	Oc1c(Br)cc(Br)cc1C=NCc1ccc(F)cc1	-2.9	1	12.0	2.7	1
50	COc1ccccc1C(=O)N=Nc1c(O)[nH]c2ccc([N+](=O)[O-])cc12	4.1	1	-24.3	-2.9	1
51	Cc1cnc([N+](=O)[O-])n1CCOC(=O)NC(=O)c1c(F)cccc1F	-6.8	1	-10.6	1.9	1.1
52	CCOC(=O)c1c(NC(=O)c2cccs2)sc(C)c1CC	-9.9	0.9	-16.7	9.3	1.1

entry	RAM network inh	APP 5UTR inh	FLuc inh counter	FLuc act counter	Lmaj promast
41	1.8	8.7	-5.6	1.1	1.6
42	0.9	-1.6	-9.5	1.1	2.7
43	2.4	-10.6	-0.6	1	3.3
44	-0.4	-1.9	-6.4	1.1	-5.0
45	0.3	-5.7	-5.6	1.1	-5.7
46	0.7	-2.4	-6.6	1.1	-0.7
47	4.8	-4.7	-3.9	1	74.9*
48	0.5	12.7	-1.3	1	49.1
49	-1.2	-30.6	-1.3	1	-12.2
50	5.9	14.4	1.5	1	25.3
51	2.5	1.9	-3.5	1	10.9
52	11.3*	0.6	-6.3	1.1	0.5

A second format for three compounds above:
52: CCOC(=O)c1c(NC(=O)c2cccs2)sc(C)c1CC
44: CN(CCc1ccccn1)C(=O)CCc1nnc(CCCc2ccccc2)o1
46: CCc1nc(SCC(=O)N2CCN(c3ccccc3)CC2)c2oc3ccccc3c2n1
assay / compound,52,44,46
TNAP inh hiacc,-9.9,-7.1,-2.4
bIAP act,0.9,0.9,1
TNAP inh no acc,-16.7,-10.3,4.4
bIAP inh,9.3,8.9,0.1
TNAP act hi DEA,1.1,1.1,1
RAM network inh,11.3*,-0.4,0.7
APP 5UTR inh,0.6,-1.9,-2.4
FLuc inh counter,-6.3,-6.4,-6.6
FLuc act counter,1.1,1.1,1.1
Lmaj promast,0.5,-5.0,-0.7

The order is random, and some 13% of all compounds hit somewhere here.
